# D2 antagonist: antagonists of human D2 dopamine receptor; P14416; HEK293 TREx D2 cells, calcium flux, dopamine EC80; inhibition, % at 10 µM; 340,000 compounds, 2% hits; in the data active = inhibition above about 30%; note: 0% is about no effect
#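 Tetracycline-induced HEK293 T-REx cells expressing D2 force-coupled to calcium signalling were dye-loaded, exposed to compound for 180 s, then challenged with an EC80 of dopamine; calcium flux was followed kinetically for a further 180 s.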
# D2 ag: D2 dopamine receptor (human) agonism. HEK293 T-REx D2 cells, calcium flux agonist mode. activation, % at 2 µM. P14416. AID 485358. 340,000 compounds, 0.53% hits;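 active = activation over 3 SD above normal in the single-dose calcium agonist read, cut at about 30% in these data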; note: 0% is about no effect
#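 In this primary screen, compounds producing a positive calcium signal within 180 s of addition to tetracycline-induced, force-coupled HEK293 Trex D2 cells are flagged; cells are dye-loaded with a no-wash calcium kit beforehand.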
# LDHA inh: LDHA (human) enzyme inhibition | P00338 | purified LDHA, NADH/diaphorase-resazurin fluorescence; stronger effect = lower value | activity change, % (values are at about 110 or 230 µM) | 480,000 compounds, 0.15% hits; in the data active = activity change below about -30%; inconclusive = mostly about -25% to -30%;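 note: plate controls were DMSO wells for no effect and wells without enzyme for full effect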
#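 LDH5 2 nM; NADH 0.06 mM, pyruvate 0.2 mM; 200 mM Tris pH 7.4, EDTA, Tween-20; 5 min RT. Detection: diaphorase 0.133 mg/mL + resazurin 37 µM, fluorescence ex540/em590 at 0 and 20 min; normalized to enzyme-free and DMSO wells.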
# ALOX12 inh: inhibitors of human 12S-lipoxygenase ALOX12; purified 12hLO, xylenol orange hydroperoxide absorbance; Potency, µM (doses to about 108 µM), inactives show at the top dose activity change, negative = inhibition, most hits filed as inhibitors; 580,000 compounds, 1.1% hits; note: potency is the fitted concentration of half-maximal effect; % is set by controls: 0 for no effect and ±100 for the full control effect
#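 Purified human 12hLO at 150 nM in 25 mM Hepes, 0.01% Triton X-100, pH 7.0, preincubated 15 min at room temperature with compound. Reaction started with 40 uM arachidonic acid, 30 min at room temperature. Hydroperoxide measured by Fe-xylenol orange, 573/405 nm absorbance ratio.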
# RGS4 inhibitor: blocks human RGS4-accelerated GTP hydrolysis; P49798; Transcreener GDP fluorescence polarization, RGS4-accelerated GTP hydrolysis; Potency, µM (series often up to 114 µM), for the others: at the top dose activity change, negative = inhibition, usual class: inhibitors; 390,000 compounds, 0.039% hits; AID 504845; note: potency is the fitted concentration of half-maximal effect; % is set by controls: 0 for no effect and ±100 for the full control effect; nearly all actives have a fitted effect of over 75% in size; some results filed as inactive show a strong effect at the top dose
# Target sequence (P49798 whole entry, looked up): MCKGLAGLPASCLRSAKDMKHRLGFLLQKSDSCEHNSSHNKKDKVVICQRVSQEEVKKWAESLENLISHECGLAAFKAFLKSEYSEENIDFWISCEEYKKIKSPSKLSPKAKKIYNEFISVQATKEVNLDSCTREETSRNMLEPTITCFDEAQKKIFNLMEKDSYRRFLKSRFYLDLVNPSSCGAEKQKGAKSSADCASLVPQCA
#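 MLSMR compounds (23 nl, pin-transferred) preincubated 10 min at room temperature with a 500nM (2x) first reagent, then RGS4 at 900nM (2x) plus Transcreener GDP mix added; fluorescence polarization (620/688 nm) read before and after 90 min at 30 °C.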
# Vif-A3G inh: inhibitors of Vif-APOBEC3G interaction. Q9HC16. Potency, µM (top dose mostly 46.1 µM), for the others: at the top dose activity, negative = active, usual class: inhibitors. HeLa A3G-eYFP + Vif (tagged APOBEC3G with the HIV-1 protein that degrades it), YFP fluorescence, overnight. AID 602310. 410,000 compounds, 0.076% hits;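 note: potency is the fitted concentration of half-maximal effect; % is set by controls: 0 for no effect and ±100 for the full control effect; nearly all actives have a fitted effect of over 60% in size; hits raise eYFP signal because A3G escapes Vif-driven loss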
# Target sequence (Q9HC16 whole entry, looked up): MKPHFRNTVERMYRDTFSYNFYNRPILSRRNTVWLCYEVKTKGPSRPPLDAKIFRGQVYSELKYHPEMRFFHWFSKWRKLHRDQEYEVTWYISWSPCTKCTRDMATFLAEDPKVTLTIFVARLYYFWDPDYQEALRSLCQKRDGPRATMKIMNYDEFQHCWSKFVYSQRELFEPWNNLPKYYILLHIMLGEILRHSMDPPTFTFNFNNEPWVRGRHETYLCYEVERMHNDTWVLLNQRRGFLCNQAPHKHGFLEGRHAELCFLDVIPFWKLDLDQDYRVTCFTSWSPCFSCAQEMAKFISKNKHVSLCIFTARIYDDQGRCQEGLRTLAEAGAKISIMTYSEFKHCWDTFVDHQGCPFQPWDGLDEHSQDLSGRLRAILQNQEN
#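 Read-out is eYFP fluorescence (Ex 488/Em 500-530) from Vif-expressing HeLa A3G-eYFP cells; more signal means A3G escaped Vif-mediated degradation. Cells plated overnight, compound pinned in, incubated overnight at 37 deg C.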
# GRP78 ERSR act: inducers of ER stress response in human glioma cells; U87-MG GRP78 promoter luciferase reporter, 16 h; Potency, µM, for the others: at the top dose activation, actives largely listed as activators; 420,000 compounds, 0.02% hits; AID 602332; note: potency is the fitted concentration of half-maximal effect; series mostly up to about 76 µM; % of control where 0% means no effect; nearly all actives have a fitted effect of over 35% in size
#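 Stably transfected U87-MG glioma cells carrying a GRP78-based luciferase sensor; 16 h compound incubation. Luminescence end-point read 10 min after Bright-Glo addition at room temperature.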
# Vif-A3F inh: inhibitors of Vif-A3F interaction. HeLa A3F-eYFP + Vif (tagged APOBEC3F with the HIV-1 protein that degrades it), YFP fluorescence increase. Potency, µM (titrated, usually from 46.1 µM), without a hit: at the highest dose activity, negative = active. 390,000 compounds, 0.2% hits; note: potency is the fitted concentration of half-maximal effect; % of control where 0% means no effect; nearly all actives have a fitted effect of over 65% in size
#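 HeLa cells stably expressing A3F-eYFP plus Vif, plated and incubated overnight at 37 deg C, then exposed to compounds overnight at 37 deg C. Blocked degradation read as raised yellow fluorescence (Ex 488/Em 500-530).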
# ERG Ets-DNA blk: ERG Ets/DNA interaction inhibition | P11308 | fluorescence polarization, His-ERG Ets domain / labelled DNA | Potency, µM (doses to about 76.9 µM), inactives show at the top dose FP activity, negative = inhibition, actives largely listed as inhibitors | 370,000 compounds, 0.028% hits; active = well fitted inhibition curve with a large enough effect in the polarisation, with a control signal flat; inconclusive = small, poorly fitted or top-dose-only effect, or effect the other way, or a change in a side signal; inactive = no such curve, though single readings can be large or run the other way; the % refers to the polarisation;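 note: polarization taken with two DNA probes labelled with fluorescein and Texas red; potency is the fitted concentration of half-maximal effect; % of control where 0% means no effect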
# Target sequence (P11308 whole entry, looked up, the tested form may be a part): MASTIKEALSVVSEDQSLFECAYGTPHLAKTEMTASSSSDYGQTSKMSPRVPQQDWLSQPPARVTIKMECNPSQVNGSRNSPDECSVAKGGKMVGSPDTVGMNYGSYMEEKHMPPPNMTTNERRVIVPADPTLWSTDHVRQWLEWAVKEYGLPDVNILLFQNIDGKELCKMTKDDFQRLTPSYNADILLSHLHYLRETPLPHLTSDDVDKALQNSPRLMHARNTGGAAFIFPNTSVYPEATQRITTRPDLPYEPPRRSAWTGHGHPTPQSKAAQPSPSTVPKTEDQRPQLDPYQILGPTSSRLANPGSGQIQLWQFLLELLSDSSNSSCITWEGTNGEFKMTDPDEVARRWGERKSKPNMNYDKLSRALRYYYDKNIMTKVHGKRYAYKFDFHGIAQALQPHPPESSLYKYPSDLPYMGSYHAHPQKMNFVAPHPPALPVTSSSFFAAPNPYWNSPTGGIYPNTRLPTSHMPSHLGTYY
#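 His-tagged ERG Ets domain (1 uM in the protein solution; 300mM KCl, 50mM Tris-HCl, 1mM EDTA, 1mM DTT, pH 7.5) received compound, then a probe mix of 5 nM fluorescein-DNA and 100nM Texas-615-DNA. Fluorescence polarization was read for both dyes.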
# Starred values were filed as active, the others as inactive; ? = inconclusive; . = not tested or not shown; & = joins results of further samples; [ ] = another dose, or the depositor's remark. Unless noted, calls come from the whole dose curve; as a rule, active = well fitted curve in the direction sought with a large enough effect; inconclusive = small, poorly fitted or top-dose-only effect, or another doubt; inactive = no such curve, though single readings can be large; an effect the other way counts as inactive or inconclusive. These rows are one share of the data; the hit share may differ from the screen's.
SMILES,D2 antagonist,D2 ag,LDHA inh,ALOX12 inh,RGS4 inhibitor,Vif-A3G inh,GRP78 ERSR act,Vif-A3F inh,ERG Ets-DNA blk
CC(C)(C)C(=O)Nc1nnc(SCc2ccc(F)cc2)s1,4,-0.7,0,-15%,-14%,-5%,13%,0%,9%
O=C(C1CCN(S(=O)(=O)c2cccs2)CC1)N1CCCCCC1,-4,-0.1,11,0%,-30%,4%,3%,-7%,6%
COc1ccccc1C(=O)Nc1ccc(-c2nnn(CC(=O)N3CCOCC3)n2)cc1,-22,0.6,1,-3%,11%,-3%,-1%,-8%,7%
CS(=O)(=O)c1ccc(C(=O)N2CCc3ccccc3C2)cc1,7,4.1,-14,8%,-3%,0%,1%,-5%,-2%
O=c1c2c3c(sc2nc(NCCO)n1-c1ccccc1)CCCC3,2,-0.9,1,0%,-16%,-1%,-1%,-3%,-4%
Cc1c(C(=O)Nc2ccccc2Cl)oc2ccc(S(=O)(=O)N3CCC4(CC3)OCCO4)cc12,7,1.3,-7,-8%,-6%,-6%,0%,-6%,2%
CC(=O)Nc1n[nH]c(=S)s1,.,.,-6,-22%,?,-4%,-3%,17%,.
C[C@@H]1CN([C@H](C)CO)C(=O)c2cccc(NC(=O)Nc3ccc(C(F)(F)F)cc3)c2O[C@H]1CN(C)S(=O)(=O)c1cccs1,.,.,9,-3%,-13%,-12%,-6%,-1%,22%
O=[N+]([O-])c1cccc(-c2nnn(C34CC5CC(CC(C5)C3)C4)n2)c1,7,0.1,-11,27%,-2%,1%,0%,-11%,-2%
COc1cc(NC(=O)Cn2cnc(S(=O)(=O)N3CCCCC3)c2)cc(OC)c1OC,-2,-1.4,1,-5%,29%[11.4 µM],1%,4%,-8%,10%

# Overlap with the part before: 3 entries, then new ones.
SMILES,D2 antagonist,D2 ag,LDHA inh,ALOX12 inh,RGS4 inhibitor,Vif-A3G inh,GRP78 ERSR act,Vif-A3F inh,ERG Ets-DNA blk
C[C@@H]1CN([C@H](C)CO)C(=O)c2cccc(NC(=O)Nc3ccc(C(F)(F)F)cc3)c2O[C@H]1CN(C)S(=O)(=O)c1cccs1,.,.,9,-3%,-13%,-12%,-6%,-1%,22%
O=[N+]([O-])c1cccc(-c2nnn(C34CC5CC(CC(C5)C3)C4)n2)c1,7,0.1,-11,27%,-2%,1%,0%,-11%,-2%
COc1cc(NC(=O)Cn2cnc(S(=O)(=O)N3CCCCC3)c2)cc(OC)c1OC,-2,-1.4,1,-5%,29%[11.4 µM],1%,4%,-8%,10%
CC(Oc1ccc(-c2ccccc2)c(F)c1)c1ccn(S(=O)(=O)c2ccc(Br)cc2)n1 (stereo not drawn),.,.,-8,0%,9%,2%,0%,-1%,2%
CC(Sc1nc2ncc(Cl)cc2[nH]1)C(=O)Nc1ccccc1[N+](=O)[O-] (stereo not drawn),.,.,-6,?,.,-1%,-5%,-3%,.
O=C(NCc1ccccc1)C1=C[C@@H](c2ccc(Br)cc2)C[C@@H](OCc2ccc(CO)cc2)O1,-7,-0.2,8,-22%,-7%,1%,0%,-7%,9%
COc1ccc2nc(NNC(=O)COc3ccccc3)sc2c1,.,.,-6,2%,-6%,1%,-3%,5%,-1%
COc1ccc(CCN(Cc2nc3ccccc3c(=O)[nH]2)C(=O)c2ccco2)cc1,9,0.0,1,-8%,2%,5%,5%,5%,2%
COc1ccc(NC(=O)CN2CCN(CC(=O)Nc3ccccc3OC)CC2)c(OC)c1,12,-1.1,-3,6%,4%,-6%,1%,2%,-2%
Cn1c(SCC(=O)NC2CCCCC2)nnc1-c1cccc(N)c1,-5,-1.1,1,19%,40%,-2%,-2%,-8%,-8%
CCOC(=O)c1ccc(NC(=O)COC(=O)Cc2csc(-c3ccccc3)n2)cc1,.,.,1,-9%,10%,-4%,2%,-14%,1%
COc1ccc(OCc2nnnn2-c2ccccc2)cc1,-1,0.0,-2,-24%,-11%,1%,-3%,8%,-2%
Cc1ccccc1NC(=O)CC1SCCNC1=O (stereo not drawn),45*,-0.9,-5,19%,-37%,0%,-2%,-3%,-16%
CCOC(=O)N1CCC(NC(=O)c2cc(S(=O)(=O)N3CCCC3)cn2C)CC1,12,-0.1,-4,0%,-3%,2%,-4%,-1%,-1%
Cc1cc(C(F)(F)F)c2c(n1)sc1c(O)cc(=O)[nH]c12,1,-1.0,-4,-9%,6%,0%,-1%,-19%,-2%
COc1ccc(C2CC(c3ccccc3)=NN2C(=O)COC(=O)c2cc(S(=O)(=O)N3CCOCC3)ccc2Cl)cc1 (stereo not drawn),32*,1.5,-10,-20%,-12%,1%,-2%,-9%,.
CCc1nc2ccc(C(=O)Nc3cccc(OC)c3)cn2c1N(C)CCCc1ccccc1,.,.,-5,8%,.,4%,2%,.,.
O=C(NN1C(=O)C2C(c3ccccc3)C=CC(c3ccccc3)C2C1=O)c1cccc(Br)c1 (stereo not drawn),-7,2.3,-6,-2%,-1%,-12%,-2%,-4%,-3%
O=C(NC1CCCC1)C1CCN(S(=O)(=O)c2ccccc2)CC1,-16,0.0,-11,-2%,3%,2%,0%,2%,-13%
O=C(c1ccc2c(c1)OCCO2)N1CCN(c2ncc(C(F)(F)F)cc2Cl)CC1,-18,0.2,3,-10%,-26%,-3%,-2%,3%,2%
COc1ccc(C(CC(=O)Nc2ccccn2)N2Cc3ccccc3C2=O)cc1OC (stereo not drawn),-11,-0.3,-5&-5,17%&-22%,4%&0%,1%&-4%,-2%&1%,2%&-5%,-1%&1%
CN(Cc1ccccc1)c1nc2c(c(=O)[nH]c(=O)n2C)n1CCCc1ccccc1,-5,-1.9,-2&-1,?,-11%,0%,-2%,-1%,.
COc1ccccc1CNC(=O)COc1cccnc1[N+](=O)[O-],-7,-3.0,-5,-5%,-11%,-5%,-2%,0%,0%
CC[C@@H]1CC=C[C@H]2[C@H]1C(=O)N(Cc1ccccc1)[C@H]2c1ccoc1,-4,0.0,-3,.,-27%,?,?,0%,19%
O=C(NCCCn1ccnc1)c1ccc(N2CCCCC2)c([N+](=O)[O-])c1,-8,-0.6,-1,0%,9%,2%,-3%,11%,4%
Cc1csc(NC(=O)CSc2nc(=O)n(CCCN(C)C)c3c2CCC3)n1,5,2.3,-3,3%,-5%,0%,-5%,8%,14%
COc1ccc(Br)cc1CNC(=O)c1cc(=O)[nH]c2ccc(S(=O)(=O)N3CCCCC3)cc12,.,-0.9,-14,0%,4%,2%,-4%,-1%,0%
CCN(CC)CCCn1c2c(c(SCC(=O)Nc3ccc4c(c3)OCO4)nc1=O)CCC2,-3,-0.9,-1,3%,-13%,0%,-1%,4%,-4%
Cc1ccc(S(=O)(=O)c2cn(C)c3cc(N4CCCC4)c(F)cc3c2=O)c(C)c1,.,0.4,-5,-13%,10%,0%,-4%,-1%,-1%
CCOC(=O)c1c(NC(=O)CN(CC)CC)sc2c1CCC2,.,.,2,17%,-2%,2%,-2%,-6%,.
CCc1ccccc1NC(=O)CSc1ncc(S(=O)(=O)c2ccccc2)c(N)n1,.,0.4,-2,-25%,-31%,-4%,-1%,-1%,13%
CCS(=O)(=O)c1cc([N+](=O)[O-])c(Sc2ccccc2NC(C)=O)s1,1,0.0,-9,14µM*,-43%,-1%,-4%,6%,1%
O=c1[nH]c2ccc(NC(=S)Nc3ccc(F)cc3)cc2[nH]1,-8,0.8,-4,-18%,2%,1%,-1%,6%,3%
CCCCNS(=O)(=O)CCNCc1ccc(OC)cc1,.,.,-1,?,1%,0%,-2%,1%,0%
Cc1nn(CC(=O)NCCN2CCCCC2C)c(=O)c2cc(-c3ccccc3)nn12 (stereo not drawn),1,0.1,1,2%,20%,0%,-4%,-5%,-11%
COc1ccc(S(=O)(=O)NCc2csc(C)n2)cc1OC,-8,1.5,-2,53%[activator],9%,-3%,-1%,-1%,1%
COc1ccccc1C(=O)OCC(=O)Nc1ccc(Cl)cn1,7,-0.5,0,-24%,13%,9%,2%,0%,-16%
COc1ccc(-c2csc(-c3ccccc3)n2)c(OC)c1,1,0.3,2,-1%,3%[56.9 µM],-8%,-1%,-8%,-7%
CCN(CC)S(=O)(=O)c1cccc(-c2nnc(SCc3ncc(-c4ccccc4)o3)n2C)c1,-2,-0.1,1,-15%,14%,-2%,-2%,.,-4%
C=CC[C@H](CC(=O)N(CCO)Cc1ccccc1)C(=O)NC[C@H](OC(=O)[C@@H](CC=C)CC(=O)OC(C)(C)C)c1ccccc1,.,.,10,-25%,-2%,4%,-2%,1%,-16%
COc1ccc(-c2cc(C(F)(F)F)nc(SCC(=O)N3CCOCC3)n2)cc1OC,-2,-0.6,2,-2%,-3%,0%,-5%,-5%,-1%
COCCN(Cc1ccco1)C(=O)Cn1ncc2c([nH]c3ccccc32)c1=O,.,1.2,-5,-26%,27%,-1%,0%,2%,1%
COc1cc(CC(=O)N(c2ccccc2)c2nc(C)cs2)cc(OC)c1OC,-7,-0.3,3,-1%,0%,-4%,2%,?,3%
CCCCCNCc1cccc(Br)c1,-5,-0.5,1,5%,12%,1%,-2%,-1%,.
O=C(c1ccc(CS(=O)Cc2ccccc2Cl)o1)N1CCN(c2cccc(Cl)c2)CC1 (stereo not drawn),19,-1.8,0,-13%,-10%,-10%,-6%,-4%,3%
